Assay outcomes as filed in PubChem.
E coli RNAP: Escherichia coli RNA polymerase inhibition. P0A8V2. E. coli RNA polymerase, fluorescence transcription assay. inhibition, %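 (tested at 10 µM)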. hit rate 0.2% among 62,000. AID 559; in the data active = inhibition above about 20%;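 also: 0% = enzyme without compound and 100% = no enzyme blank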
AP ELISA ortho: orthogonal test for alternative complement pathway inhibitors | AID 1235 | Human serum alternative complement pathway, LPS-coated ELISA, C3 deposition; tested in compound mixtures | inhibition, % at 5 µM | hit rate 0.08% among 62,000;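 active = inhibition above 30% in each of the two pooled mixtures holding the compound, so the lower value exceeds 30%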;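 also: 0% = serum in Mg-EGTA without compound and 100% = EDTA serum blank; some compounds past the cut are filed as inactive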
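Test system: human serum alternative complement pathway, C3 deposition on LPS-coated wells; also added: Plate-bound LPS; doses: 5 µM per compound in ten-compound mixtures; schedule: 1 h at 37 °C; detection: Anti-C3 ELISA, OD 450 nm; evaluation: percent inhibition of C3 deposition onto LPS; repeats: two pool placements per compound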
JNK3 inh: inhibitors of human JNK3 kinase; P53779; purified JNK3 kinase activity, HTS; inhibition, % at 8 µM; hit rate 0.61% among 60,000; AID 746; in the data active = inhibition above about 17%;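 also: 0% = DMSO and 100% = reference inhibitor; many of its hits are not listed in these tables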
PKA inh: PKA (human) kinase inhibition. inhibition, % at 6 µM. P17612. hit rate 0.1% among 65,000. PKA Kemptide phosphorylation, Kinase-Glo ATP luminescence. AID 524;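 active = inhibition above the screen-wide mean inhibition plus 3 SD, cut at about 21% in these data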; also: many of its hits are not listed in these tables
CatS inh: inhibitors of human cathepsin S | AID 501 | inhibition, %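 (tested at 5 µM per compound within 10-compound mixtures)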 | recombinant cathepsin S, AMC dipeptide fluorescence, pooled mixtures | P25774 | hit rate 0.06% among 62,000; in the data active = inhibition above about 32%, passing the limit was not always enough;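 also: 0% = enzyme without compound and 100% = blank without enzyme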
ROCK2 blocker: inhibitors of human Rho kinase 2; hit rate 0.35% among 60,000; purified ROCK2, Kinase-Glo ATP depletion luminescence; inhibition, % at 6 µM; O75116;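 active = inhibition above the screen-wide mean inhibition plus 3 SD, cut at about 18% in these data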;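 also: plate controls were DMSO wells for no effect and Y-27632 control wells after no-enzyme background subtraction for full effect; many of its hits are not listed in these tables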
RORa activator: activators of human nuclear receptor RORA. activation, % at 10 µM. hit rate 1.5% among 65,000. P35398. AID 560. CHO-K1 Gal4-RORA LBD luciferase reporter, luminescence; percent increase over mock-subtracted basal signal;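 active = activation above the mean of all tested compounds plus 3 SD, cut at about 49% in these data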;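 also: 0% = DMSO-treated RORA cells and 100% = added signal equal to DMSO minus mock-transfected cells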
CatB block: inhibitors of human cathepsin B; inhibition, %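 (tested at 10 µM)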; AID 453; purified cathepsin B, fluorogenic substrate, fluorescence; hit rate 0.1% among 63,000; in the data active = inhibition above about 21%;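 also: 0% = enzyme with no compound and 100% = no enzyme blank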
CatB mixtures: human cathepsin B inhibition by mixtures | Purified cathepsin B, AMC dipeptide fluorescence, compound mixtures | P07858 | inhibition, %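 (ten-compound pools at 5 µM per compound and 50 µM total)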 | hit rate 0.06% among 62,000; in the data active = inhibition above about 22%, passing the limit was not always enough;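 also: 0% = enzyme without compound and 100% = no enzyme blank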
* hit, by the source's call; nt = not tested or not shown. These rows are one share of the data, so the mix of outcomes need not match the whole.

entry	Structure	E coli RNAP	AP ELISA ortho	JNK3 inh	PKA inh	CatS inh	ROCK2 blocker	RORa activator	CatB block	CatB mixtures
1	Clc1ccc(-c2nnc(SCc3nc(-c4ccccc4)no3)o2)cc1	8	21	-4	8	2	-1	-26	1	7
2	Cn1c(CCN2CCCCC2)nc2cc(NS(=O)(=O)c3ccc(F)cc3)ccc21	8	9	5	4	9	2	27	0	8
3	Cc1ccc(-n2ncc3c(=O)[nH]c(SCC(=O)N4CCCc5ccccc54)nc32)cc1	7	16	0	4	-1	3	12	0	4
4	Cc1ccc(N(C(=O)Nc2ccccc2)C2=NCC(C)S2)cc1 (stereo not given)	nt	nt	2	-2	nt	4	24	nt	nt
5	CCOC(=O)c1c(C)[nH]c(C(=O)Cn2c(=O)c3c(ncn3CC)n(Cc3ccccc3)c2=O)c1C	-3	2	10	0	7	2	-7	-1	2
6	Cc1cc(NC(=O)c2cc3ncc(Br)cn3n2)no1	-3	-4	-4	3	-3	-6	1	2	3
7	COc1ccc2[nH]c(C)c(CCN3C(=O)OC(C)(C)C3(C)O)c2c1 (stereo not given)	8	-2	-2	6	2	6	-14	3	-1
8	CCCCN(CC)C(=O)c1ccc(Cl)c(Cl)c1	9	7	-2	7	3	9	-1	5	2
9	CC(C)C(C(=O)Nc1ccccc1)N1C(=O)c2ccccc2C1=O (stereo not given)	9	11	nt	nt	5	nt	nt	6	3
10	CCOc1cc(S(=O)(=O)N2CC=C(c3ccc(F)cc3)CC2)c(OCC)cc1-n1cnnn1	15	-2	4	8	4	6	6	4	3
11	CCCCCc1c(C)nc(N2CCOCC2)[nH]c1=O	nt	16	4	-6	0	-6	-4	5	5
12	COc1ccc(-c2nc(CSCC(=O)NCc3ccco3)c(C)o2)cc1	7	8	10	1	12	2	-72	0	8
13	Fc1cccc(Cl)c1-c1nnc2ccc(N3CCOCC3)nn12	11	8	6	6	13	4	7	4	5
14	Cn1nnc(NCc2cc(Br)ccc2OCc2cccs2)n1	3	17	-3	-4	-2	-4	-30	-6	8
15	O=C(c1ccc(F)cc1)C1CCN(C(=O)N2CCOCC2)CC1	8	5	2	3	3	3	-1	-2	4
16	Cc1cccc(-c2c3c(=O)n(C)c(=O)n(C)c3cn2C(C)C)c1	5	16	-3	4	-1	5	-20	2	2
17	O=C(Nc1ccc2nc(-c3ccco3)c(-c3ccco3)nc2c1)N1CCCCCC1	18	-9	5	5	4	7	-23	7	0
18	COc1ccc(S(=O)(=O)N2CCN(C(=O)c3cccc(Cl)c3)CC2)cc1	5	19	-3	6	1	11	-19	5	4
19	c1ccc(-c2nc3ccccc3o2)nc1	4	12	6	9	-4	2	36	4	1
20	O=C(NCc1ccccc1)c1cc(S(=O)(=O)N2CCOCC2)ccc1F	4	13	nt	11	3	nt	-6	7	16
21	COc1cccc(=O)c2c(C)n(C)c(C)c12	4	8	-5	9	-3	7	-21	1	2
22	C=CCn1c(-c2ccco2)n[nH]c1=S	2	15	8	7	-3	6	-9	2	0
23	Cc1ccc(N=C2SCCCN2C(=O)c2ccco2)cc1Cl	6	0	nt	8	12	nt	-21	5	0
24	NC(=O)Cn1c(=O)n(CCCC(=O)NC2CCN(Cc3ccccc3)CC2)c(=O)c2ccccc21	3	11	0	-4	18	-1	26	-4	6
25	O=C(Cn1nc(C(F)(F)F)c2c1CCCC2)NCCN1CCOCC1	2	13	1	1	-10	-5	6	-2	6
26	Cc1ccc(NC(=O)NC2=N/C(=C(/C#N)C(=O)N3CCCC3)c3ccccc32)cc1	5	0	0	7	0	8	-11	8	2
27	O=C(NCC1CCCO1)[C@@H]1CSC2c3ccccc3C(=O)N21 (stereo not given in full)	10	-8	-1	10	18	5	15	5	2
28	COc1ccc(S(=O)(=O)n2ccnc2)c2cccnc12	-6	-11	-5	1	11	-4	-6	1	5
29	COc1ccc(CN(CCCN2CCOCC2)S(=O)(=O)N(C)C)cc1OC	nt	6	-2	8	7	6	21	1	0
30	N#CCSc1nnc(C2CCCCC2)n1Cc1ccccc1	1	-18	-1	8	16	-1	-8	9	5
31	O=C(N1CCCC1)N1CCN(c2ncnc3c(-c4ccc(Cl)cc4)nsc23)CC1	-1	-29	-1	13	4	4	24	0	2
32	O=C(COC(=O)c1ccccc1NC(=O)c1ccco1)Nc1ccc2c(c1)OCO2	-1	8	11	18	-6	6	-6	-5	-4
33	O=S(=O)(NCCSc1nnc(-c2ccco2)n1-c1ccccc1)c1ccccc1	10	-5	4	8	9	8	3	7	4
34	O=C(c1nc2nc(-c3ccccc3)cc(C(F)(F)F)n2n1)N1CCOCC1	1	12	2	-6	4	-2	-16	nt	-6
35	CS(=O)(=O)N(CC(=O)N1CCCCCC1)c1ccc2c(c1)OCCO2	4	-18	5	5	1	7	-8	-2	-2
36	O=C(Cn1c(=O)[nH]n(-c2ccccc2)c1=O)N1CCCc2ccccc21	12	0	4	11	12	1	-10	0	7
37	O=S(=O)(Cc1ccccc1)NCc1cccnc1	17	3	-2	-3	21	2	-4	3	6
38	Cc1oc2c(CN(C)C)c(O)ccc2c(=O)c1-c1ccc2ccccc2n1	3	12	-7	5	-4	-1	-2	1	3
39	CCCc1cc(=O)oc2c(CN3CCCC3)c(O)ccc12	-204	nt	-2	0	nt	1	-1	-20	nt
40	COc1ccccc1N1CCN(Cc2nc(N)nc(Nc3ccc(C)cc3)n2)CC1	5	0	6	-4	14	-1	-23	5	4
41	O=C1c2cccnc2C(=O)N1c1ccccc1-c1ccccc1	4	13	-4	7	-7	4	-12	1	0
42	CCn1cc(C(=O)N2CC(C)CC(C)C2)c(=O)c2cc(S(=O)(=O)N3CCOCC3)ccc21 (stereo not given)	5	15	6	14	-2	7	-11	3	6
43	Cc1oc2ccccc2c1-c1cn2c(n1)SCC2	0	5	0	-2	-9	-6	23	-3	-5
44	COc1ccc(-c2cc(C(F)F)nc(-n3nc(C)cc3C)n2)cc1	-6	25	-3	5	-9	5	13	1	1
45	CCOC(=O)CCC(=O)NCc1ccc2c(c1)cc(C)n2C	9	9	1	7	9	2	4	3	0

Looked up by compound from the entries so far, five records:
entry	Structure	E coli RNAP	AP ELISA ortho	JNK3 inh	PKA inh	CatS inh	ROCK2 blocker	RORa activator	CatB block	CatB mixtures
36	O=C(Cn1c(=O)[nH]n(-c2ccccc2)c1=O)N1CCCc2ccccc21	12	0	4	11	12	1	-10	0	7
44	COc1ccc(-c2cc(C(F)F)nc(-n3nc(C)cc3C)n2)cc1	-6	25	-3	5	-9	5	13	1	1
43	Cc1oc2ccccc2c1-c1cn2c(n1)SCC2	0	5	0	-2	-9	-6	23	-3	-5
40	COc1ccccc1N1CCN(Cc2nc(N)nc(Nc3ccc(C)cc3)n2)CC1	5	0	6	-4	14	-1	-23	5	4
34	O=C(c1nc2nc(-c3ccccc3)cc(C(F)(F)F)n2n1)N1CCOCC1	1	12	2	-6	4	-2	-16	nt	-6

One compound at a time, as listed above. Order of values: E coli RNAP	AP ELISA ortho	JNK3 inh	PKA inh	CatS inh	ROCK2 blocker	RORa activator	CatB block	CatB mixtures
O=S(=O)(NCCSc1nnc(-c2ccco2)n1-c1ccccc1)c1ccccc1 reads 10	-5	4	8	9	8	3	7	4
Cc1oc2c(CN(C)C)c(O)ccc2c(=O)c1-c1ccc2ccccc2n1 reads 3	12	-7	5	-4	-1	-2	1	3
Cc1oc2ccccc2c1-c1cn2c(n1)SCC2 reads 0	5	0	-2	-9	-6	23	-3	-5

Going on with the list:
entry	Structure	E coli RNAP	AP ELISA ortho	JNK3 inh	PKA inh	CatS inh	ROCK2 blocker	RORa activator	CatB block	CatB mixtures
46	O=C(NCC1CCS(=O)(=O)C1)Oc1ccccc1 (stereo not given)	13	-5	-3	7	7	5	-17	3	0
47	COc1ccccc1NC(=O)CSC1=NC(=O)C(NC(C)=O)C(=O)N1 (stereo not given)	3	12	-1	-4	7	0	1	-1	-7
48	CCN1CCN(Cc2c(OC)ccc3ccccc23)CC1	3	20	-2	8	2	10	6	nt	1
49	Cc1ccc(S(=O)(=O)NCc2ccc(C(=O)N3CCN(c4ccccn4)CC3)cc2)cc1	6	-12	-1	9	14	0	12	4	-6
50	O=P(COCCO)(c1ccccc1)c1ccccc1	2	-11	5	-8	21	-6	-9	1	1
51	Oc1cc(Cc2ccccc2)cnc1CN1CCOCC1	6	-2	0	-9	10	-2	31	0	1
52	O=C(c1ccc(COc2ccccc2Br)o1)N1CCCCCC1	9	17	0	7	0	7	-6	0	5
53	COc1ccccc1-c1cc(C(=O)Nc2cccnc2)no1	1	10	-1	7	-5	5	20	0	-3
54	COC(=O)CN(c1ccccn1)S(=O)(=O)c1ccccc1	-1	20	2	-2	-5	1	2	-6	5
55	CC(NC(=O)CCNS(=O)(=O)c1ccc2c(c1)c(=O)n(C)c(=O)n2C)c1ccccc1 (stereo not given)	8	-3	4	9	6	8	9	2	0
56	COc1ccc(NC(=O)C2CCCN(S(=O)(=O)c3ccc(C)cc3)C2)cc1OC (stereo not given)	12	-5	3	14	10	7	-22	5	1
57	O=C(CCn1c(=O)[nH]c2ccsc2c1=O)N1CCN(Cc2ccc3c(c2)OCO3)CC1	8	2	nt	5	1	nt	-7	8	-5
58	CN(C)S(=O)(=O)Nc1ccc(C(=O)O)cc1	2	15	1	-1	-1	1	-14	-3	6
59	CC(=O)c1c(C)[nH]c(C(=O)OC2CCOC2=O)c1C (stereo not given)	3	16	-4	5	-3	9	-11	-5	4
60	O=S1(=O)NC(=NC2CCCCCC2)c2ccccc21	7	7	11	5	0	6	10	2	3

Laid out differently: results already given
Results follow in this order: E coli RNAP	AP ELISA ortho	JNK3 inh	PKA inh	CatS inh	ROCK2 blocker	RORa activator	CatB block	CatB mixtures
51) Oc1cc(Cc2ccccc2)cnc1CN1CCOCC1
    6	-2	0	-9	10	-2	31	0	1
52) O=C(c1ccc(COc2ccccc2Br)o1)N1CCCCCC1
    9	17	0	7	0	7	-6	0	5
53) COc1ccccc1-c1cc(C(=O)Nc2cccnc2)no1
    1	10	-1	7	-5	5	20	0	-3
54) COC(=O)CN(c1ccccn1)S(=O)(=O)c1ccccc1
    -1	20	2	-2	-5	1	2	-6	5

New compounds follow
entry	Structure	E coli RNAP	AP ELISA ortho	JNK3 inh	PKA inh	CatS inh	ROCK2 blocker	RORa activator	CatB block	CatB mixtures
61	O=C(CCCSc1nc2sc3c(c2c(=O)[nH]1)CCC3)NCCO	3	16	-12	2	-5	5	-17	-2	3
62	COc1ccc2c(c1OC)C(=O)N(c1cccc(C)c1)C2=O	5	18	4	-5	-5	-4	-5	4	8
63	COc1ccc(OC)c(-c2nnc(SCC(=O)NC3CCCCC3)o2)c1	0	4	-6	-3	-9	1	-17	2	3
64	CSc1ccc(S(=O)(=O)N2CCN(Cc3ccc4c(c3)OCO4)CC2)cc1	7	9	-9	4	8	-4	1	2	-1
65	CC(CC1C(C#N)=C(N)SC(N)=C1C#N)c1ccccc1 (stereo not given)	nt	nt	-19	9	nt	7	-10	nt	nt
66	CC(=O)NCCSCCNC(C)=O	4	-13	-6	1	14	4	9	0	-2
